From PubChem BioAssay
Nrf2 ARE act – Nrf2 pathway activation; AREc32 ARE-luciferase reporter (MCF7-derived line), luminescence, 24 h; hit rate 0.31% among 410,000; AID 624171; Potency, µM (top dose mostly 46.1 µM), inactives show at the highest dose activation, hits mostly activators; also: potency is read from the fitted curve at half-maximal effect; % of control where 0% means no effect; nearly all actives have a fitted effect of over 65% in size
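ARE activation measured as luciferase luminescence (Steady-Glo, 30 min RT) in AREc32_Fluc cells after 24 hr compound exposure at 37 deg C, 5% CO2; cells seeded overnight at 1000/well in OPTI-MEM, 5% FBS.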
HepG2 viability – HepG2 cytotoxicity, counter-screen for TGF-b inhibitors. HepG2 CAGA-GFP viability, ATP luminescence, 18 h. Potency, µM (titrated, usually from 46.1 µM), for the others: top-dose activity change, negative = cytotoxicity, usual class: cytotoxic. hit rate 0.76% among 410,000; also: potency is read from the fitted curve at half-maximal effect; some results filed as inactive show a strong effect at the top dose
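HepG2 CAGA-GFP cells (1000/well, DMEM with 1% FBS) received compound, then TGF-beta at 500 pg/mL final, and were incubated 18 hours at 37 degrees C. Viability was read by CellTiter-Glo luminescence. Media-only wells were set as complete cell-killing and DMSO as no toxicity.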
IL2 activator – activates IL-2 in a cell-based reporter assay; IL-2 activation reporter assay, cell-based qHTS; stimulated with anti-CD3/CD4/CD28 beads; in transgenic mouse T cells; hit rate 0.065% among 360,000; activation, % (series mostly up to about 46 µM); in the data active = activation above about 50%; inconclusive = mostly about 30% to 49%; also: 0% is about no effect
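Unstimulated transgenic mouse T cells preincubated 60 min with compound, then stimulated with anti-CD3/anti-CD4-coated beads plus anti-CD28 for 18 h at 37 degrees C. IL-2 response read as EGFP and DsRed fluorescence by plate cytometry.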
TGFb inhibitor – inhibitors of TGF-b signaling; HepG2 CAGA-GFP TGF-b/SMAD3 reporter, GFP fluorescence, 18 h; TGF-beta stimulated, 500 pg/mL final; Potency, µM (titrated, usually from 46.1 µM), without a hit: top-dose activity, negative = inhibition, most hits filed as inhibitors; hit rate 1.2% among 410,000; AID 588855; also: potency is read from the fitted curve at half-maximal effect; % is scaled to controls: 0 for no effect and ±100 for the full control effect; nearly all actives have a fitted effect of over 65% in size
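Inhibition of TGF-beta-driven CAGA-GFP reporter expression in HEPG2 cells is measured by cellular GFP fluorescence after 18 h stimulation with 500 pg/mL recombinant TGF-beta in 1% FBS medium at 37 degrees C.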
A549 tox – A549 cytotoxicity, counter-screen for Nrf2 inhibitors. A549 ARE-Fluc cells, CellTiter-Fluor viability, 18-24 h. Potency, µM (titrated, usually from 46 µM), without a hit: top-dose activity change, negative = cytotoxicity, usual class: inhibitors. hit rate 0.16% among 390,000. AID 504648; also: potency is read from the fitted curve at half-maximal effect; % is scaled to controls: 0 for no effect and ±100 for the full control effect
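Cytotoxicity counterscreen: CellTiter-Fluor fluorescence was measured in A549 ARE_Fluc cells after 18-24 h of compound exposure in a concentration series. The subsequent BugLite luminescent read reports ARE-luciferase activity.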
ATXN2 expr inh – inhibitors of ATXN2 expression | hit rate 0.72% among 360,000 | HEK-293 ATXN2-luciferase reporter, luminescence, 24 h | Potency, µM (top dose mostly 57 µM), without a hit: at the top dose activity change, negative = inhibition, usual class: inhibitors; also: potency is read from the fitted curve at half-maximal effect; % is scaled to controls: 0 for no effect and ±100 for the full control effect; nearly all actives have a fitted effect of over 55% in size
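ATXN2-luciferase reporter cells (luciferase flanked by upstream and downstream ATXN2 gene portions) were treated 24 h at 37 °C with compounds at up to 57 uM. SteadyGlo luminescence gave expression; GF-AFC fluorescence gave viability.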
EPAC2 ag – activates human EPAC2 exchange factor | EPAC2 activation, biochemical qHTS; response scale: 100% = 6.5 mM cAMP response | Potency, µM (highest dose often 154 µM), without a hit: at the highest dose activation, most hits filed as activators | hit rate 0.079% among 360,000 | AID 720711; also: potency is read from the fitted curve at half-maximal effect; nearly all actives have a fitted effect of over 50% in size
Target sequence (Q8WZA2 whole entry, looked up): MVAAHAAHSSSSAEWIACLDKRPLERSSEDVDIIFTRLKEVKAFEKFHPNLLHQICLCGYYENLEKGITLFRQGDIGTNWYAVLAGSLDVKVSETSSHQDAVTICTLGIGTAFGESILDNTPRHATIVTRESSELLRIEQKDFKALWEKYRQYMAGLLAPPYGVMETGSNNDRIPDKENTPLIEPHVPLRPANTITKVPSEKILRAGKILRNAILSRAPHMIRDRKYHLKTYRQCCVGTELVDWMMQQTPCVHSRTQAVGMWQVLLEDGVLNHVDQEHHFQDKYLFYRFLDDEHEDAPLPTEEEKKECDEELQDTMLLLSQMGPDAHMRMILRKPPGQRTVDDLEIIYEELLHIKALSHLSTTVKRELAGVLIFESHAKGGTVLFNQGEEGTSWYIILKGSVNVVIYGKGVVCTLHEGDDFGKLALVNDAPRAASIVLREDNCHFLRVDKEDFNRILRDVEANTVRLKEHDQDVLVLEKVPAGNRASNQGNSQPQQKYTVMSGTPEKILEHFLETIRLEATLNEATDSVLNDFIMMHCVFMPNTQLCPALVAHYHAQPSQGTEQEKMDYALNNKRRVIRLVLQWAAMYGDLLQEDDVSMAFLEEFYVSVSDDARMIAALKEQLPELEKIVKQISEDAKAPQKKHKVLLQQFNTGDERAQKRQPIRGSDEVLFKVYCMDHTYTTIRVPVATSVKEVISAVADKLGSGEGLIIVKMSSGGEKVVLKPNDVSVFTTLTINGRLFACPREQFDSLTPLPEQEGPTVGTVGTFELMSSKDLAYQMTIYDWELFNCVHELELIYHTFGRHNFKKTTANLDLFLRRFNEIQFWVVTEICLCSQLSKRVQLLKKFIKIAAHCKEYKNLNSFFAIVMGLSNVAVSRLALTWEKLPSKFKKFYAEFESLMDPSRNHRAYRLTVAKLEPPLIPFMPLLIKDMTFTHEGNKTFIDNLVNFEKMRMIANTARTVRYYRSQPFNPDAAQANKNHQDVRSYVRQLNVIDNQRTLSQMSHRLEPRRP
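EPAC2 (100 nM) mixed with Rap1B loaded with BODIPY-GDP (250 nM) plus 50 uM unlabeled GDP; compounds pinned in, 5 min RT, then read every 5 min for 30 min (ex 480, em 540 nm). Normalized to cAMP control.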
Nrf2 inh – blocks Nrf2 signaling; A549 ARE-Fluc reporter, luciferase luminescence, 18-24 h; Potency, µM (doses to about 46 µM), for inactives: at the highest dose activity change, negative = inhibition, actives largely listed as inhibitors; hit rate 2.1% among 360,000; AID 504444; also: potency is read from the fitted curve at half-maximal effect; % is scaled to controls: 0 for no effect and ±100 for the full control effect; nearly all actives have a fitted effect of over 60% in size
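Nrf2 activity is the BugLite luminescence, read 15 min after reagent at room temperature, following CellTiter-Fluor cytotoxicity readout (30 min, 37C). Compound titrations were applied for 18-24 h to 5000 A549 ARE_Fluc cells/well in 5% FBS OPTI-MEM.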
ATXN viability – cell viability loss in ATXN counter-screen; hit rate 0.49% among 400,000; AID 651635; Potency, µM (highest dose often 56.7 µM), actives largely listed as cytotoxic; S2 cells (HEK-293 line with an ATXN2-luciferase reporter) viability, CellTiter-Fluor protease fluorescence, 24 h; also: potency is read from the fitted curve at half-maximal effect; nearly all actives have a fitted effect of over 40% in size
* = called active by the depositor; i = inactive; u = inconclusive; x = not tested or not shown; [ ] = dose if it differs, or a comment. Unless noted, calls follow the shape of the dose curve; as a rule, active = well fitted curve in the direction sought with a large enough effect; inconclusive = small, poorly fitted or top-dose-only effect, or another doubt; inactive = no such curve, though single readings can be large; an effect the other way counts as inactive or inconclusive. Compounds were not picked by outcome; 4.3% or so of the library scored in one or more.

Preview:
SMILES | Nrf2 ARE act | HepG2 viability | IL2 activator | TGFb inhibitor | A549 tox | ATXN2 expr inh | EPAC2 ag | Nrf2 inh | ATXN viability
Cc1cccc(OCC(=O)NCCNC(=O)c2ccncc2)c1 | -0.1% | -3% | -3.5 | -19% | -4% | -2% | -1% | 0% | i
CC(C)(C)C1=CC(O)(c2ccccc2)C=C(C(C)(C)C)C1=O | -0.7% | -101% | -2.2 | u | -1% | 14% | -6% | -11% | i
C[C@H](NC(=O)c1cccc([N+](=O)[O-])c1)C(=O)OCC(=O)c1ccccc1Br | 5.2% | 0% | -1.0 | -7% | 6% | 2% | 13% | 4% | i

Results, previewed entries included:
SMILES | Nrf2 ARE act | HepG2 viability | IL2 activator | TGFb inhibitor | A549 tox | ATXN2 expr inh | EPAC2 ag | Nrf2 inh | ATXN viability
Cc1cccc(OCC(=O)NCCNC(=O)c2ccncc2)c1 | -0.1% | -3% | -3.5 | -19% | -4% | -2% | -1% | 0% | i
CC(C)(C)C1=CC(O)(c2ccccc2)C=C(C(C)(C)C)C1=O | -0.7% | -101% | -2.2 | u | -1% | 14% | -6% | -11% | i
C[C@H](NC(=O)c1cccc([N+](=O)[O-])c1)C(=O)OCC(=O)c1ccccc1Br | 5.2% | 0% | -1.0 | -7% | 6% | 2% | 13% | 4% | i
COC(=O)C1=C(C)N(C)C(=O)NC1c1cc(Cl)cc(Cl)c1OC (centres undefined) | 0.2% | -6% | -4.7 | -21% | -9% | -12% | 5% | -10% | i
O=C(NC1CCCCC1)C(c1ccco1)N(C(=O)c1csnn1)c1cccc(F)c1 (centres undefined) | 1.0% | 9% | 1.7 | 3% | -1% | -4% | -7% | 0% | i
Cc1cc(C(=O)NP(=O)(N2CCOCC2)N2CCOCC2)c(C)n1-c1ccc(Br)cc1 | -0.1% | -8% | 0.0 | 4% | 0% | -3% | 8% | -7% | i
COc1cc2c(cc1OC)CN(C(=S)Nc1ccccc1Cl)CC2 | 0.0% | -5% | -1.8 | u | -1% | -15% | 11% | u | i
CC(C)OCCCNC(=O)Nc1cccc2ccccc12 | 3.2% | -10% | -0.5 | -13% | -8% | x | -2% | u | i
COc1ccccc1Nc1ncnc2c1cnn2-c1cccc(C)c1 | 4.9% | 2% | -3.0 | -2% | -2% | 31%[activator] | -2% | 21% | i
Cc1cccc(/N=C/c2ccccn2)n1 | 1.6% | 142% | 2.2 | 0% | 0% | x | 1% | u | i
CCCCOc1ccc(C(=O)Oc2cc(C)[nH]c(=O)c2[N+](=O)[O-])cc1 | -0.3% | -13% | -0.5 | -4% | 0% | x | 5% | 2% | i
O=C(CNC(=O)c1ccc(Cl)cc1)OCc1cc(=O)n2nc(C3CC3)sc2n1 | 1.1% | -12% | x | -27% | 2% | 5% | x | u | i
O=C(N/C(=C/c1cccc([N+](=O)[O-])c1)C(=O)N1CCCCCC1)c1cccs1 | -0.8% | -27% | 1.1 | -29% | -11% | 7% | -4% | -7% | i
COc1ccc(N2CCN(C(=O)CCc3ccc(S(=O)(=O)NCC(C)C)cc3)CC2)cc1 | 2.8% | -3% | -0.2 | -19% | -24% | -21% | -10% | 26µM* | i
N#CCC(=O)N/N=C/c1ccccc1Cl | 0.6% | -15% | 0.4 | 9% | -1% | -6% | -12% | -9% | i
CC(C)c1nnc(SCC(=O)N2CCc3ccccc32)n1N | -0.5% | -6% | 0.4 | 20% | 1% | -10% | 15% | 1% | i
Cc1ccc(CNC(=O)c2c3c(nc4ccccc24)C(=O)N(C2CCCCC2)C3)cc1 | 5.2% | -21% | x | -6% | 0% | x | x | -27% | x
COC(=O)c1ccc2nc(-c3cccc(Cl)c3)c(Cc3ccsc3)n2c1 | 23% | -20% | -0.6 | u | x | -13% | 12% | x | u
COc1ccc(-c2oc3ccc(N4CCOCC4)cc3c2C#CC2(O)CCCCC2)cc1 | -0.2% | -66% | -0.7 | u | -16% | 8% | 3% | -16% | u
CC(=O)Nc1nc2ccccc2[nH]1 | -1.3% | 9% | 0.0 | 2% | -5% | x | -1% | -7% | i
Cc1ccc(NC(=O)CCSc2nnc3ccccn23)cc1 | 0.6% | -1% | -2.5 | 21% | 0% | 0% | 6% | -19% | i
CC(=O)c1cc(Cl)ccc1OCC(=O)NC1CCCC1 | 3.1% | -6% | 1.0 | 3% | -4% | 14% | -15% | -15% | i
CNC(=O)c1c(NC(NC(=O)c2ccco2)C(=O)c2ccc(Cl)cc2)sc2c1CCCC2 (centres undefined) | 11% | -33% | -1.0 | u | -12% | -21% | 15% | u | u
CCOC(=O)c1c(C)[nH]c(C)c1S(=O)(=O)N(C)CC(=O)Nc1cccc(Cl)c1C | 0.3% | -33% | x | u | 15% | 2% | x | u | i
CCCOc1ccc(CNC(=O)c2[nH]c3cc(OC)ccc3c2Sc2ccccc2)cc1 | 0.1% | -8% | x | -8% | 3% | 0% | x | u | i
N#CC(=C(O)CN1CCN(c2ccccc2F)CC1)c1nc(-c2ccc(Cl)cc2)cs1 | 1.8% | -2% | -0.7 | -7% | -4% | -15% | 1% | -20% | i
O=C(Cn1nnc(-c2ccccc2Cl)n1)NCc1ccc2c(c1)OCO2 | 0.3% | 3% | 0.2 | 39%[activator] | 15% | -6% | 3% | x | i
Cc1cc(=O)n2nc(N3CCC(C(=O)N4CCN(C)CC4)CC3)sc2n1 | -0.2% | -1% | 0.0 | 35%[activator] | 14% | 3% | 15% | 21% | i
O=C(O)CSc1nc2ccccc2o1 | 0.0% | 0% | -2.7 | 5% | 0% | 7% | 4% | u | i
COc1ccc(C(=O)N2CCN(c3ccc(C(C)=O)cc3F)CC2)cc1S(=O)(=O)NC1CC1 | 1.8% | -22% | 4.2 | -35% | -2% | 8% | 1% | 1% | i
COc1ccccc1CNC(=O)C(=O)NCC(c1cccs1)S(=O)(=O)c1cccs1 (centres undefined) | 3.4% | -20% | x | 3% | 8% | 1% | x | x | i
COc1ccc(N(CC(=O)NCc2ccccc2OC)S(=O)(=O)c2c(C)nn(C)c2C)cc1 | 2.2% | 29% | -3.0 | 8% | 8% | 3% | 7% | u | i
CCC(C(=O)OCC(=O)N(CC)c1c(N)n(Cc2ccccc2)c(=O)[nH]c1=O)c1ccccc1 (centres undefined) | -0.1% | -1% | 2.0 | 13% | 3% | x | -3% | -6% | i
C=CC[C@H](CC(=O)N(CCO)Cc1ccccc1)C(=O)N[C@H](COC(=O)[C@@H](CC=C)CC(=O)OC(C)(C)C)Cc1ccccc1 | -4.7% | -3% | 1.1 | u | u | u | 0% | u | x
Cc1ccc(C(=O)N2CCN(c3ccc([N+](=O)[O-])c(NCc4cccnc4)c3)CC2)cc1 | 12% | 16% | -0.6 | u | u | -2% | -5% | u | u
CCC(=O)Nc1ccc(-c2csc(C)n2)cc1 | 3.5% | -2% | -2.4 | 0% | -6% | 29% | 0% | u | i
CCCN(C(=O)c1ccc([N+](=O)[O-])c(C)c1)c1c(N)n(Cc2ccccc2)c(=O)[nH]c1=O | -0.6% | -1% | 1.4 | 17% | -2% | x | -4% | -24% | u
Cc1cc(C)n(-c2nc3nonc3nc2-n2nc(C)cc2C)n1 | 0.4% | 12% | -1.9 | 5% | 0% | -4% | -3% | x | i
CC1Oc2ccccc2N(CC(=O)Nc2ccccc2F)C1=O (centres undefined) | 0.2% | 13% | 0.8 | -16% | 6% | -7% | 3% | -23% | i
CC(C)C[C@H]1COc2cc(Br)ccc2S(=O)(=O)N1 | -0.4% | -15% | -1.9 | -4% | x | -5% | 13% | x | u
CCOC(=O)C(Cc1ccc(O)c([N+](=O)[O-])c1)N1C(=O)c2ccccc2C1=O (centres undefined) | 2.9% | 4% | 0.1 | 1% | 3% | 4% | 7% | u | i
Cc1ccc(-n2c(CCC(=O)O)ccc2-c2cccs2)cc1Cl | 4.5% | 9% | x | -14% | 0% | 3% | x | 9% | i
CONC(=O)C1CCN(C(=O)OCc2ccccc2)CC1 | 0.8% | -19% | 0.2 | 25% | 0% | 7% | 5% | x | i
CC12CCC(=O)N1C(C(=O)NCCN1C(=O)S/C(=C\c3ccc(F)cc3)C1=O)CS2 (centres undefined) | 3.9% | -42% | -3.6 | -19% | -5% | 3% | -10% | -3% | i
Cn1c(C(=O)OC(C(=O)NC2CCCC2)c2cccnc2)cc2sccc21 (centres undefined) | 0.7% | -5% | 2.9 | u | 9% | 13% | 11% | 13% | i
O=[N+]([O-])c1ccccc1/C=N\N1CCN(Cc2ccccc2Cl)CC1 | 0.1% | -10% | 0.1 | -19% | 1% | 7% | 10% | 19% | i
COCCNC(=O)CC(c1ccccc1)c1ccccc1 | -0.2% | -1% | 1.9 | 17% | -3% | -3% | 1% | 1% | i
O=C(/C=C/c1c(F)cccc1Cl)N1CCOCC1 | 8.8% | -7% | -3.5 | 0% | 6% | 16% | 9% | u | i
COc1ccc(OC)c(NC(=O)CSc2nnc(-c3cnccn3)n2C)c1 | 0.0% | 9% | -2.0 | 0% | 10% | -3% | 0% | -10% | i
O=C(Nc1ccc(S(=O)(=O)Nc2cnc3ccccc3n2)cc1)c1cc(F)c(F)cc1Cl | 1.7% | 9% | -0.8 | u | -4% | 3% | 12% | u | i
O=C(Cn1cc[n+](Cc2ccccc2)c1)c1ccc([N+](=O)[O-])cc1 | -0.5% | -10% | -4.1 | -6% | 3% | u | 9% | -7% | i
Cc1cccc(CN2CCC(CNC(=O)c3c(C)oc4ncnc(N5CCCCC5)c34)CC2)c1 | 0.5% | 1% | x | 4% | -12% | -5% | x | u | i
Oc1ccccc1-c1cc(-c2ccccc2)n[nH]1 | 20% | -31% | 0.2 | u | 7% | 163%[activator] | 10% | u | i
